aDG glyco act – increases alpha dystroglycan glycosylation; AID 624168; 360,000 compounds, 0.22% hits; Pro5-aDG cells, alpha-DG glycosylation AlphaScreen (IIH6); 0% Pro5, 100% B10-LARGE cell signal; activation, % at 10 µM;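 active = activation of at least 8% versus controls, or a plate z-score of at least 8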;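 note: Pro5 are CHO cells carrying HIG-tagged alpha-DG that lacks glycosylation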
m5-HT2A agonist – agonists of mouse serotonin 5-HT2A receptor (HTR2A); activation, % at 7.6 µM; 360,000 compounds, 0.66% hits; P35363; CHO-K1 mHTR2A beta-arrestin complementation, luminescence; percent of 30 µM serotonin response;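 active = activation above a run cutoff, the mean activation of all tested compounds plus 3 SD, cut at about 14% in these data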;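 note: 0% = plate median of compound wells and 100% = 30 µM serotonin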
Glyco luc inh – N-linked glycosylation inhibition | D54 ERlucT glycosylation luciferase reporter, 24 h; percent of 100 nM tunicamycin response | reporter increase, % at 12.5 µM | 360,000 compounds, 0.23% hits | AID 588692;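 active = mean luciferase reporter signal, scaled so untreated is 0 and the glycosylation-blocking control 100, at or above a set limit in every replicate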;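 note: luciferase carries N-glycosylation sites so blocking glycosylation raises the light; 0% = median of neutral control wells and 100% = median of 100 nM tunicamycin wells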
ABHD5 PLIN5 PPI – ABHD5-PLIN5 protein interaction inhibition; AID 602281; 360,000 compounds, 0.78% hits; inhibition, % at 4 µM; Split G. princeps luciferase complementation, luminescence, 4 h;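 active = inhibition above the mean inhibition across every tested compound plus 3 SD, cut at about 22% in these data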;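 note: 0% = DMSO only wells and the 100% control is not disclosed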
Exocytosis inh – lytic granule exocytosis inhibition. TALL-104 LAMP-1 surface exposure, flow cytometry; cells stimulated with thapsigargin and PMA. inhibition, % at 10 µM. 360,000 compounds, 0.66% hits;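 active = inhibition above about 55%, limit read from the data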
iPSC survival up – increases survival of single human iPS cells | AID 602274 | survival enhancement, % at 20 µM | hiPSC single-cell survival, ATPlite luminescence; 100% = ROCK inhibitor wells, 0% = DMSO | 360,000 compounds, 0.044% hits; in the data active = survival enhancement above about 18%;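 note: cells exposed to compounds for 16 hours before the ATP read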
MC4R barr agon – agonists of human melanocortin 4 receptor (MC4R) beta-arrestin; P32245; AID 540308; 360,000 compounds, 0.98% hits; U2OS MC4R beta-arrestin complementation, luminescence; percent of melanotan II response, DMSO zero; activation, % at 8.9 µM;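 active = activation above a per-plate cutoff, the mean activation of sample wells on that plate plus 3 SD, cut at about 8% in these data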
ABCB6 inh 2 – inhibitors of human ABC transporter ABCB6; Q9NP58; K562-ABCB6 porphyrin accumulation, flow cytometry, 1 h; hits give low values; fluorescence ratio to DMSO, % at 10 µM; 360,000 compounds, 0.19% hits;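 active = fluorescence ratio to DMSO below 75%, the collection mean minus 3 SD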;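 note: signal is porphyrin accumulated inside mitochondria; 100% equals median channel fluorescence of DMSO control wells; lower ratio means ABCB6 inhibition with less porphyrin fluorescence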
Target sequence (Q9NP58 whole entry, looked up): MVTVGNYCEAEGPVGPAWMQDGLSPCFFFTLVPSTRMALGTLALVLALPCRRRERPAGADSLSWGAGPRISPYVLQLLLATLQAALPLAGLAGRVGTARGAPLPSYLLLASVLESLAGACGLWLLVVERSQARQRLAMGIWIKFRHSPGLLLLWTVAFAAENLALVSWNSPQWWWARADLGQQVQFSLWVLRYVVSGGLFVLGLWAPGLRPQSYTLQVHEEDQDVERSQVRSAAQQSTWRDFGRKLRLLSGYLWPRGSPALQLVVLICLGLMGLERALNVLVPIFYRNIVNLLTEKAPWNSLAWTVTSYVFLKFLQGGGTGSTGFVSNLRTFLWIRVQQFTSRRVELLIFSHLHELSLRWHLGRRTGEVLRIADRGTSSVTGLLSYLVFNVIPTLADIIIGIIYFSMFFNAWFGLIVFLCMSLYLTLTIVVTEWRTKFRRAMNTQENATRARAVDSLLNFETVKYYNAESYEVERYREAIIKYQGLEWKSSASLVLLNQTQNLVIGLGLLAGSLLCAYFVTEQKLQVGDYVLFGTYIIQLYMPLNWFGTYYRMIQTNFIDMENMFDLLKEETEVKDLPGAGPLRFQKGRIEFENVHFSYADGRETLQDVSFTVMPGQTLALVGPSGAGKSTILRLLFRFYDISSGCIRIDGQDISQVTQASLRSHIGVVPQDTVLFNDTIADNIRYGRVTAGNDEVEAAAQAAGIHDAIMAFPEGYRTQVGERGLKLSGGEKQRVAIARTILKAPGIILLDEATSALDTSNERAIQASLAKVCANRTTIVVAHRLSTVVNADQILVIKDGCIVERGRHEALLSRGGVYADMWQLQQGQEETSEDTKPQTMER
MC4R antagonist – antagonists of human melanocortin 4 receptor (MC4R). P32245. MC4R-expressing cells, MTII-stimulated cAMP, LANCE TR-FRET. inhibition, % at 6.5 µM. 360,000 compounds, 0.48% hits;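 active = inhibition above its plate's cutoff, the mean of tested wells on that plate plus 3 SD, cut at about 29% in these data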;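 note: 0% = Melanotan II alone and 100% = Melanotan II plus saturating MCL0020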
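Test system: U2OS cells stably expressing human melanocortin 4 receptor (MC4R); also added: Melanotan II challenge; compound: 6.5 µM single dose; timing: 30-min compound preincubation, 1-h Melanotan II challenge, 1-h detection, room temperature; signal: Eu-cAMP/anti-cAMP TR-FRET, emission 671 nm; repeats: one well per compound, no replicates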
H9c2 protect – modulators protecting cardiomyocytes from myocardial damage; H9c2 cardiomyocytes, H2O2 injury protection, ATPLite, 2 h; protection from H2O2 cell death, % at 20 µM; 360,000 compounds, 0.63% hits; AID 588492;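 active = compounds giving at least 50% protection of heart cells from peroxide-induced death in the single-dose screen, raw or plate-pattern-corrected value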;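 note: 0% = DMSO wells with peroxide and 100% = DMSO wells without peroxide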
* marks the source's active call; other numbers are inactive results; x = no result given.

SMILES | aDG glyco act | m5-HT2A agonist | Glyco luc inh | ABHD5 PLIN5 PPI | Exocytosis inh | iPSC survival up | MC4R barr agon | ABCB6 inh 2 | MC4R antagonist | H9c2 protect
COc1cc(OC)cc(C(=O)N(Cc2cc3cc(C)ccc3[nH]c2=O)C(C)C)c1 | 0.1 | 3 | 16 | -3 | 0 | -1.3 | -1.0 | 94 | 2 | 12
CCn1cc(C(=O)N[C@H](C(=O)NCCO)C(C)C)c(=O)c2cc3c(cc21)OCO3 | 0.0 | -4 | 3 | 9 | 13 | 0.3 | -0.1 | 97 | 2 | 1
COc1cc2oc(=O)cc(-c3ccc(-c4ccc(OC(F)(F)F)cc4)cc3)c2c(OC)c1OC | 0.2 | 0 | -2 | 8 | -1 | 1.6 | 1.2 | 97 | 6 | -13
O=C(Nc1nc2c(s1)CCCC2)c1cc2n(n1)C(C(F)(F)F)CC(C1CC1)N2 (stereo not drawn) | -0.2 | -1 | -4 | -10 | -1 | 1.5 | 5.8 | 107 | -9 | 9
COc1ccc(N2CCN(CCCNC(=O)c3ccc(CS(=O)(=O)c4ccc(OC)cc4)o3)CC2)cc1 | -0.6 | -2 | -2 | 5 | 1 | 0.0 | -1.1 | 96 | 2 | -2
CC1=C(C(=O)Nc2ccc(F)cc2)C(c2ccncc2)C2=C(CCCC2=O)N1 (stereo not drawn) | 1.0 | 3 | 2 | 4 | -3 | 2.9 | 3.1 | 93 | 5 | 1
C(=N\Nc1nncn1/N=C/c1ccco1)/c1ccco1 | 0.3 | 1 | 2 | -29 | -2 | -0.8 | 0.0 | 97 | 4 | -12
COc1ccc(OC)c(CNc2ncc(-c3ccc(F)cc3)n2C)c1 | 0.1 | -9 | -2 | 1 | 0 | -0.7 | -1.6 | 94 | -1 | 11
Cc1cc(Cn2nnnc2-c2ccncc2)cc(C)c1O | 0.2 | 6 | 5 | -2 | -2 | -0.5 | -0.4 | 98 | -11 | -7
O=C1CCC(C(=O)N2CCN(c3ccc(F)cc3)CC2)CN1CC1CCCCC1 (stereo not drawn) | 0.0 | -3 | -2 | -6 | 10 | -0.4 | -2.2 | 104 | 7 | 0
CS(=O)(=O)N1CCN(C(=O)c2ccccc2F)CC1 | -0.1 | 2 | 2 | 3 | 0 | -0.2 | -1.5 | 97 | 8 | 1
O=C(C1=NOC2(C1)C(=O)Nc1ccccc12)N1CCOCC1 (stereo not drawn) | 0.5 | 1 | x | -4 | -6 | -0.1 | x | 98 | x | x
Fc1ccc(N2Cc3ccsc3C=N2)cc1 | -0.3 | -1 | -5 | 4 | -3 | -2.0 | -0.4 | 106 | 6 | -1
CCOC(=O)C1(Cc2ccccc2)CCN(Cc2cc(=O)c3ccccc3[nH]2)CC1 | 0.0 | 0 | -4 | 4 | -2 | 1.0 | -2.0 | 95 | -5 | -4
COc1ccccc1NC(=O)Nc1nc(CC(=O)NCc2cccnc2)cs1 | -0.1 | -1 | 4 | -5 | -1 | 0.3 | -2.5 | 90 | 7 | 10
CN(C)C(CNC(=O)c1coc2ccccc2c1=O)c1ccccc1 (stereo not drawn) | 0.0 | -2 | -1 | -8 | 5 | -0.6 | -1.9 | 97 | -4 | 3
COc1ccc(C(=O)Nc2cccc3c2CCCC3)c(OC)c1 | 0.0 | 0 | -1 | -2 | 0 | -0.3 | 1.5 | 93 | 4 | -2
COc1cccc(NC(=O)[C@H](CC(C)C)NC(=O)N2CCn3c2nc2ccccc23)c1 | -0.1 | 0 | 9 | -5 | 5 | -0.5 | -2.4 | 92 | 3 | 0
COc1ccc(/C=C(/C#N)C(=O)Nc2cccc([N+](=O)[O-])c2)cc1C(=O)O | -0.4 | 7 | 1 | 1 | -3 | 2.5 | 0.3 | 93 | -2 | -3
CC1=CC2=NC(=O)/C(=C\c3cc(C)n(-c4ccc(F)cc4)c3C)C(=N)N2O1 | -0.2 | -2 | 1 | 0 | -10 | -0.8 | 4.1 | 97 | -10 | 4
Cc1cccc(C)c1NC(=O)CN(C)C(=O)C1CC(=O)N(c2cccc3ccccc23)C1 (stereo not drawn) | 0.1 | 0 | 3 | 11 | -8 | -0.4 | -3.0 | 99 | 1 | 0
NS(=O)(=O)c1ccc(NC(=O)C2(c3ccccc3)CCCC2)cc1 | -0.1 | 1 | -4 | -2 | 2 | 0.3 | 0.3 | 93 | -3 | 3
Nn1c(-c2cccs2)nc2sc3c(c2c1=O)CCCC3 | -0.3 | -2 | -5 | -1 | 0 | 6.1 | -1.5 | 101 | 1 | -24
C=CCNc1sc(C(=O)c2ccccc2)c(N)c1-c1nc2ccccc2s1 | 0.1 | 3 | 2 | 5 | 7 | -0.2 | -0.1 | 107 | -2 | -13
COc1ccc(NC(=O)C(c2ccccc2)N2CCN(c3ccccn3)CC2)cc1Cl (stereo not drawn) | 0.4 | -4 | 0 | 1 | -2 | -0.2 | -0.2 | 97 | 18 | 1

As entered above:
COc1ccc(/C=C(/C#N)C(=O)Nc2cccc([N+](=O)[O-])c2)cc1C(=O)O – ABHD5 PLIN5 PPI = 1
CN(C)C(CNC(=O)c1coc2ccccc2c1=O)c1ccccc1 (stereo not drawn) – MC4R antagonist = -4

The main list resumes with the 4 entries that preceded the break.
SMILES | aDG glyco act | m5-HT2A agonist | Glyco luc inh | ABHD5 PLIN5 PPI | Exocytosis inh | iPSC survival up | MC4R barr agon | ABCB6 inh 2 | MC4R antagonist | H9c2 protect
NS(=O)(=O)c1ccc(NC(=O)C2(c3ccccc3)CCCC2)cc1 | -0.1 | 1 | -4 | -2 | 2 | 0.3 | 0.3 | 93 | -3 | 3
Nn1c(-c2cccs2)nc2sc3c(c2c1=O)CCCC3 | -0.3 | -2 | -5 | -1 | 0 | 6.1 | -1.5 | 101 | 1 | -24
C=CCNc1sc(C(=O)c2ccccc2)c(N)c1-c1nc2ccccc2s1 | 0.1 | 3 | 2 | 5 | 7 | -0.2 | -0.1 | 107 | -2 | -13
COc1ccc(NC(=O)C(c2ccccc2)N2CCN(c3ccccn3)CC2)cc1Cl (stereo not drawn) | 0.4 | -4 | 0 | 1 | -2 | -0.2 | -0.2 | 97 | 18 | 1
COc1ccc(CN(C)C[C@H]2Oc3c(NC(=O)Nc4ccccc4)cccc3C(=O)N([C@H](C)CO)C[C@@H]2C)cc1 | 0.1 | -2 | 0 | 4 | -8 | -4.2 | -1.4 | 101 | 11 | 36
COC(=O)C1=C(CSc2nncn2C)NC(=O)NC1c1ccc(F)cc1 (stereo not drawn) | 0.0 | 2 | 0 | 5 | -4 | 0.7 | -0.5 | 100 | 5 | 7
CC1(C)CC(NC(=O)c2ccc(F)cc2)CC(C)(C)N1 | -0.1 | 5 | 0 | -1 | -1 | -0.5 | -0.1 | 95 | -1 | 2
c1ccc(CN2CCN(c3nc(-c4ccccc4)nc4ccccc34)CC2)cc1 | 0.0 | -13 | 6 | -16 | 18 | -2.1 | -1.6 | 82 | 4 | 2
O=C1CN(C(=O)c2cc(F)cc(F)c2)c2ccccc2N1 | 0.0 | 3 | 4 | 6 | -5 | -0.2 | -0.9 | 87 | 4 | -3
O=S(=O)(Cc1ccccc1)Nc1ccccc1Br | -0.1 | 1 | 2 | 4 | 1 | 0.0 | -0.1 | 100 | 7 | 11
Cc1cccc(NC(=O)c2ccc(N3CCCCC3)c([N+](=O)[O-])c2)n1 | -0.2 | -4 | -11 | 2 | -1 | -0.8 | 0.1 | 107 | -2 | -2
CCNc1nc(Cl)nc(-c2cn(-c3ccccc3)c3ccccc23)n1 | 0.5 | 4 | -9 | 1 | -15 | -0.1 | 8.0 | 95 | 1 | 3
O=C(c1ccc(CSc2ccc(Cl)cc2)cc1)N1CCCC1 | 0.3 | -3 | -2 | 5 | 8 | -2.8 | -0.7 | 93 | 5 | -16
CC1(C(=O)NC2CCN(Cc3ccccc3)CC2)CCN1Cc1ccc2ccccc2c1 (stereo not drawn) | 0.0 | -3 | -7 | 6 | 21 | 2.4 | 1.0 | 92 | -7 | 0
Cc1c(O)ccc2c3c(c(=O)oc12)CCCC3 | 0.1 | -4 | -1 | 5 | -3 | 0.3 | 0.2 | 91 | -9 | 38
O=C(CC1C(=O)NCCN1C(=S)Nc1ccccc1)Nc1ccc2c(c1)OCCO2 (stereo not drawn) | 0.1 | 4 | 5 | -4 | -2 | -1.2 | -1.3 | 97 | 6 | 10
Cc1ccc(C)c(N2CCN(S(=O)(=O)c3ccc4c(c3)NC(=O)CC(=O)N4)CC2)c1 | 0.1 | 14 | -1 | 4 | 1 | 4.7 | 0.0 | 93 | 7 | -14
CC1OC(Oc2c(-c3cc(O)c(O)c(O)c3)oc3cc(O)cc(O)c3c2=O)C(O)C(O)C1O (stereo not drawn) | 0.1 | 2 | 3 | -2 | -5 | 1.1 | 1.0 | 105 | 5 | -2
CC(=O)c1ccc(S(=O)(=O)N(C)C(C)CCc2ccco2)cc1 (stereo not drawn) | 0.0 | 5 | -2 | -1 | -4 | 2.5 | -1.5 | 98 | 19 | -4
COc1ccc(S(=O)(=O)Nc2ccc3c(c2)C(=O)N([C@H](C)CO)C[C@@H](C)[C@@H](CN(C)S(=O)(=O)c2ccc(Cl)cc2)O3)cc1 | -0.2 | 0 | 7 | 5 | -10 | 0.1 | 1.1 | 92 | 3 | 4
Cn1c(=O)c2cn(-c3cccc4ccccc34)cc2n(C)c1=O | 0.2 | -1 | 2 | -2 | -5 | 2.8 | -0.8 | 100 | -5 | 8
COc1ccc(/C=N\NC(=O)COc2ccc(Cl)cc2Cl)c(C(=O)O)c1OC | 0.0 | 2 | -1 | 2 | 0 | -1.0 | 3.8 | 94 | 3 | 4
COc1ccc(N(CC(=O)NCCSC2CCCCC2)S(=O)(=O)c2ccccc2)c(OC)c1 | -0.5 | -2 | -3 | 2 | 0 | -0.3 | -1.2 | 95 | 5 | 2
COc1ccc2c(c1)SCC/C2=C\CN1C(=O)CCC1=O | -0.2 | 0 | 4 | -4 | -2 | 0.3 | -2.3 | 101 | 7 | -2
Cc1nn(Cc2c(F)c(F)c(F)c(F)c2F)c(C)c1NC(=O)c1ccc(COc2cc(Cl)ccc2Cl)cc1 | 0.2 | -1 | 1 | -12 | -3 | 3.1 | 3.4 | 95 | 1 | -3
Cc1cc(-n2nc3ccccc3n2)c(O)c([N+](=O)[O-])c1 | 0.0 | 0 | 1 | -4 | -2 | 0.8 | -1.0 | 98 | 0 | 5

Looked up one by one from above, two records:
SMILES | aDG glyco act | m5-HT2A agonist | Glyco luc inh | ABHD5 PLIN5 PPI | Exocytosis inh | iPSC survival up | MC4R barr agon | ABCB6 inh 2 | MC4R antagonist | H9c2 protect
Fc1ccc(N2Cc3ccsc3C=N2)cc1 | -0.3 | -1 | -5 | 4 | -3 | -2.0 | -0.4 | 106 | 6 | -1
COc1ccc2c(c1)SCC/C2=C\CN1C(=O)CCC1=O | -0.2 | 0 | 4 | -4 | -2 | 0.3 | -2.3 | 101 | 7 | -2

Source: PubChem
